Bioassay records: PubChem BioAssay, Broad Institute
EWS-Fli block: EWS/Fli-driven NR0B1 reporter inhibitors, primary screen, A673 cells, NR0B1 luciferase, luminescence, MLPCN library; viability-normalised; inhibition, % at 12.6 µM; 350,000 compounds, 0.67% hits;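 active = mean inhibition of at least 50% after viability correction, with every replicate also passing that limit; inconclusive = mean reaches 50% but only one of two replicates passes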;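 also: firefly luciferase signal divided by Alamar Blue viability fluorescence both relative to DMSO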
FN deposit inh: inhibitors of fibronectin matrix deposition, primary screen, AH1F cells, Alexa488-fibronectin fluorescence, plate reader | inhibition, % at 12.6 µM | AID 743247, 2014 | AH1F fibroblasts, overnight | 350,000 compounds, 0.086% hits;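 active = mean inhibition across replicates of 30% or more, regardless of how many single replicates reach that level; inconclusive = mean under 30% yet at least half of replicates reach 30%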;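 also: positive control wells lacked labelled fibronectin entirely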
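Material – AH1F fibroblast monolayer, labelled fibronectin deposition · Reagent – labelled fibronectin 24 nM · Timing – 1 h adhesion, overnight exposure · Measured by – fluorescence at 485 nm excitation, 525 nm emission · Read-out – inhibition of fibronectin deposition signal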
PAX8 inh HTS: inhibitors of PAX8-driven TPO luciferase reporter, primary screen, RMG-I cells, single concentration | SteadyGlo, 24 h | inhibition, % at 12.6 µM | 360,000 compounds, 1.2% hits;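 active = mean replicate inhibition at least 60% with every replicate also reaching 60%; inconclusive = only one of the two criteria is met; inactive = mean below 60% and not all replicates reaching 60%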;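 also: luciferase light reporting Pax8 driven TPO promoter activity; plate controls were median of neutral control wells for no effect and mitoxantrone controls for full effect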
GSIS activator: GLuc luminescence reporter in INS-1E cells, primary screen for activators of glucose-dependent secretion of insulin | INS-1E GLuc reporter insulin secretion, 2-3 h | activation, % at 16.6 µM | 370,000 compounds, 0.61% hits;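 active = lowest replicate activation of at least 40%, so every replicate reaches that level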;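 also: 0% = median of neutral control wells and 100% = median of IBMX positive control wells; some compounds called inactive have numbers as strong as hits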
DENV2 CPE: inhibitors of DENV2 cytopathic effect, primary screen, cell-based, plate reader, single concentration; 350,000 compounds, 1.7% hits; CPE inhibition, % at 9.99 µM; DENV2-infected cells, cytopathic effect rescue; AID 651640, 2012; in the data active = CPE inhibition above about 20%, passing the limit was not always enough; inconclusive = no clear call, values can overlap the other calls; tested in BHK-21 cells;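 also: 0% = median of neutral control wells and 100% = median of positive control wells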
CFTR F508del cor: F508del CFTR correction, initial screen, CFBE line, single point; activity (quench increase), % at 7.58 µM; CFBE cells, YFP halide quenching; stimulated with forskolin plus potentiator P3; % fluorescence drop versus neutral controls; AID 720511, 2013; 350,000 compounds, 0.36% hits;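 active = mean added fluorescence quench of at least 8% versus neutral control, with both replicates also reaching 8%; inconclusive = only one of the mean or replicate conditions met; inactive = mean below 8% and not both replicates reaching 8%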;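 also: cells transiently co-express mutant CFTR-F508del with the halide-sensitive YFP; corrector assay measuring rescue of mutant channel to the surface after 24 h compound exposure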
miR-122 sensor: miR-122 Renilla sensor signal increase in Huh7, primary screen, miR-122 inhibitor project, cell-based, single point, plate reader; Huh7 miR-122 Renilla luciferase sensor, 48 h; neutral wells = 0, positive control = 100; activation (reporter increase), % at 12.5 µM; 340,000 compounds, 0.3% hits; AID 602342, 2012;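 active = mean replicate activation score at least 90 and every replicate individually at or above 90; inconclusive = only one of the two criteria met; inactive = neither criterion met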;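 also: higher luciferase means less miR-122 activity so hits act as miR-122 inhibitors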
Starred values were filed as active, the others as inactive; ? = inconclusive; . = no result given; [ ] = another dose, or the depositor's remark.

1	Cc1cccc(-c2n[nH]c(=S)n2/N=C/c2ccc(C)o2)c1
2	Cc1ccc(Nc2cc(C)nc3nc(C)nn23)cc1
3	COc1ccc(C(=O)OCC(=O)Nc2c(C)n(C)n(-c3ccccc3)c2=O)cc1
4	CCCCOCCCNC(=O)C[C@@H]1C[C@@]2(C(=O)OCC)CCC=C2N(Cc2cccc3ccccc23)C1=O
5	CC(=O)c1cn(CCCCCCCn2cc(C(C)=O)c(=O)[nH]c2=O)c(=O)[nH]c1=O
6	Cc1ccc(N2C(=O)N(CC(=O)N3CCCc4ccccc43)C(=O)C2C)cc1 (configuration not stated)
7	C=C(C)c1cccc(C(C)(C)NC(=O)N(C)C2CCN(C)CC2)c1
8	CCn1c(SCC(=O)Nc2ccc(OC)c(OC)c2)nnc1-c1cccs1
9	C[C@@H]1CCCCO[C@@H](CN(C)C)[C@@H](C)CN([C@@H](C)CO)C(=O)c2cc(NS(=O)(=O)c3ccc(F)cc3)ccc2O1
10	CC(C)C(=O)Nc1c2c(nn1-c1ccc([N+](=O)[O-])cc1)CS(=O)(=O)C2
Screen / compound no.	1	2	3	4	5	6	7	8	9	10
EWS-Fli block	2	-4	-9	-4	-3	3	0	.	-2	-5
FN deposit inh	-4	2	0	0	.	.	-16	2	9	17
PAX8 inh HTS	4	-3	3	-2	-19	.	0	18	-3	-1
GSIS activator	.	0	1	-33	-2	19	-5	.	-1	14
DENV2 CPE	0	?	-4	2	.	2	8	.	?	5
CFTR F508del cor	0.0	1.8	-0.9	0.1	3.9	1.4	-2.1	.	0.2	-1.2
miR-122 sensor	.	5	1	.	.	2	3	68	0[16.7 µM]	-8

3 of the entries above in order of the miR-122 sensor value, largest number first:
cpd | SMILES | miR-122 sensor
2 | Cc1ccc(Nc2cc(C)nc3nc(C)nn23)cc1 | 5
3 | COc1ccc(C(=O)OCC(=O)Nc2c(C)n(C)n(-c3ccccc3)c2=O)cc1 | 1
10 | CC(C)C(=O)Nc1c2c(nn1-c1ccc([N+](=O)[O-])cc1)CS(=O)(=O)C2 | -8

(next part)
11	O=C(C[C@H]1CC[C@@H]2[C@H](COC[C@@H](O)CN2C(=O)Nc2cccc(F)c2)O1)NCc1ccccc1F
12	COc1ccc(CNc2ncc(-c3cccc([N+](=O)[O-])c3)n2C)c(OC)c1OC
13	Cc1cccc(COC[C@H](Cc2ccccc2)N2CCN(C(=O)c3ccc(C(F)(F)F)cc3)CCC2=O)c1
14	O=C1/C(=C/c2cccnc2)SC(=S)N1NS(=O)(=O)c1ccccc1
15	Cc1cc(C(=O)COC(=O)CC2Sc3ccccc3NC2=O)c(C)n1-c1ccccc1 (configuration not stated)
16	CN(C)n1cccc1/C=C(\C#N)S(=O)(=O)c1ccc(Cl)cc1
17	C[C@H]1CN([C@@H](C)CO)C(=O)c2cc(NC(=O)C3CCCCC3)ccc2O[C@@H]1CN(C)CC1CCCCC1
18	CC(OC(=O)c1cc(Br)ccc1O)C(=O)NCc1ccc2c(c1)OCO2 (configuration not stated)
19	CCOc1ccc(N2C(=O)C3C(C2=O)C3(c2ccccc2)c2ccccc2)cc1 (configuration not stated)
20	O=C(O)CC1(c2ccccc2)C(=O)c2ccccc2C1=O
Screen / compound no.	11	12	13	14	15	16	17	18	19	20
EWS-Fli block	-17	3	-1	11	-4	-2	2	0	0	.
FN deposit inh	5	0	7	-3	.	-3	4	-7	-3	10
PAX8 inh HTS	-43	21	23	-9	-24	0	.	2	-4	0
GSIS activator	-21	-3	-36	-15	-6	-12	-1	6	-12	.
DENV2 CPE	1	0	13	-5	-2	1	-1	-8	9	.
CFTR F508del cor	-0.9	2.9	0.1	0.8	-2.5	-1.4	-2.8	4.5	.	.
miR-122 sensor	-2[16.7 µM]	-8	.	.	.	-5	3[16.7 µM]	0	1	-6

Single values from the results shown:
miR-122 sensor with O=C(O)CC1(c2ccccc2)C(=O)c2ccccc2C1=O = -6
EWS-Fli block with O=C1/C(=C/c2cccnc2)SC(=S)N1NS(=O)(=O)c1ccccc1 = 11

The list continues.
21	COc1ccc(CNCC(=O)Nc2sccc2C#N)cc1
22	O=C(C(=O)N1CCN(S(=O)(=O)c2ccc(OC(F)(F)F)cc2)CC1)c1cccc(C(F)(F)F)c1
23	Cc1oc2cc([N+](=O)[O-])c(O)c([N+](=O)[O-])c2c1C(=O)c1ccc(Cl)cc1
24	C[C@H]1CN([C@@H](C)CO)C(=O)c2cc(-c3ccncc3)cnc2O[C@@H]1CN(C)Cc1ccc(Oc2ccccc2)cc1
25	CCCC(=O)NC(Nc1cc(C(F)(F)F)ccc1Cl)C(Cl)(Cl)Cl (configuration not stated)
26	CNC(=S)N(Cc1cc2cc(OC)c(OC)cc2[nH]c1=O)C1CCCC1
27	CCCc1cc(=O)oc2c3c(cc(OCC(=O)NCc4ccncc4)c12)OC(C)(C)CC3
28	O=C(COC(=O)Cc1ccsc1)Nc1cccc(Cl)c1
29	C[C@@H]1CN([C@H](C)CO)C(=O)c2cc(NC(=O)Cc3ccccc3)ccc2O[C@@H](C)CCCCO[C@@H]1CN(C)S(=O)(=O)c1ccc(F)cc1
30	COCC(C)N=Cc1c(O)[nH]c2ccccc12 (configuration not stated)
Screen / compound no.	21	22	23	24	25	26	27	28	29	30
EWS-Fli block	-16	5	8	30	.	5	41	-7	8	.
FN deposit inh	3	-6	-9	12	3	-2	.	-5	6	-10
PAX8 inh HTS	-13	-6	14	.	21	9	.	6	10	.
GSIS activator	1	27	-13	2	-34	17	.	-2	1	17
DENV2 CPE	1	2	2	-13	.	.	-20	10	-6	.
CFTR F508del cor	3.1	0.5	-0.9	-6.3	.	-1.5	0.8	-0.5	-6.9	.
miR-122 sensor	.	.	6	-6[16.7 µM]	-3	.	-2	.	45[16.7 µM]	-3

31	CC(C)N(C(=O)[C@H]1CC(CC(=O)NCc2ccco2)C(=O)N2CCc3c([nH]c4ccccc34)[C@]12C)C(C)C (some centres not stated)
32	COc1ccc(NC(=O)C2CCN(C(=O)Nc3ccc(C)cc3)CC2)cc1OC
33	CCOc1ccc2c(c1)c(=O)c(S(=O)(=O)c1ccc(C)cc1)cn2CC
34	COc1ccc(C(=O)NCc2ccccc2CN2CCCC2)cc1S(=O)(=O)Nc1ccc(C)cc1
35	Cc1cc(NC(=O)CSC2=Nc3ccccc3C3=NC(Cc4ccccc4)C(=O)N23)n[nH]1 (configuration not stated)
36	C=CCC[C@H](Cc1ccc(F)cc1)C(=O)OC[C@@H](C)NC(=O)[C@H](CC=C)CC(=O)NCCO
37	COc1ccc(C(=O)O)cc1S(=O)(=O)NC1CCN(Cc2ccccc2)CC1
38	CC(C)CC(=O)Nc1c2c(nn1-c1ccc(F)cc1)CSC2
39	NNC(=O)Cn1nnc(-c2ccc(C(F)(F)F)cc2)n1
40	CC(C)C#Cc1cnc2c(c1)C(=O)N([C@@H](C)CO)C[C@H](C)[C@@H](CN(C)C(=O)Cc1ccccn1)O2
Screen / compound no.	31	32	33	34	35	36	37	38	39	40
EWS-Fli block	4	-8	-40	-4	.	-8	-19	-4	4	-3
FN deposit inh	-10	-5	-3	3	1	1	5	-17	-2	-2
PAX8 inh HTS	-3	-1	-4	-7	13	-24	-9	-3	27	2
GSIS activator	-8	2	-1	-8	.	.	.	.	1	1
DENV2 CPE	-7	3	-2	-1	.	-8	-7	?	?	?
CFTR F508del cor	0.4	-1.5	5.1	3.2	.	0.6	-1.0	0.1	3.1	3.9
miR-122 sensor	-6	0	2	65	15	.	3	-6	6	-4[16.7 µM]

41	O=C(Nc1nc(-c2ccc(F)cc2)cs1)C1CCN(C(=O)c2ccc(F)cc2)CC1
42	Cn1c2ccccc2c2nnc(N/N=C/c3ccc(O)cc3)nc21
43	CCCOC(=O)C1[C@H]2C(=O)N(Cc3ccco3)C[C@]23C=C[C@H]1O3 (some centres not stated)
44	C[C@H](CO)N1C[C@H](C)[C@H](CN(C)Cc2ccccc2)Oc2c(NC(=O)c3ccc(-c4nccs4)cc3)cccc2C1=O
45	COc1cc2c(cc1OC)CN(C(=O)CN1C(=O)c3ccc([N+](=O)[O-])cc3C1=O)CC2
46	C=CCSc1nc2c(N)ncnc2n1C1OC(CO)C(O)C1O (configuration not stated)
47	CCOC(=O)CC(NC(=O)c1cccc2c1C(=O)N(Cc1cccnc1)C2)c1ccc(OC(C)C)cc1 (configuration not stated)
48	CCC(=O)N1CCCCN2[C@H](CO)[C@@H](c3ccc(-c4ccc(F)cc4)cc3)[C@H]2C1
49	O=C(C[C@H]1C[C@H]2c3cc(NC(=O)NC4CCCCC4)ccc3O[C@H]2[C@H](CO)O1)NCc1ccccn1
50	CNC(=O)C[C@@H]1CC[C@H]2[C@@H](COc3ccc(NC(=O)c4ccc5c(c4)OCO5)cc3C(=O)N2C)O1
Screen / compound no.	41	42	43	44	45	46	47	48	49	50
EWS-Fli block	27	-8	.	-3	-6	3	7	-4	0	-9
FN deposit inh	0	-4	1	.	5	16	.	.	.	-8
PAX8 inh HTS	26	10	5	.	-6	3	26	-13	-21	-14
GSIS activator	-13	-11	.	-1	1	4	-12	-5	11	-1
DENV2 CPE	0	4	.	20	16	0	0	31*	-5	16
CFTR F508del cor	4.8	-33	.	1.9	-2.2	1.7	.	1.4	1.1	-2.7
miR-122 sensor	.	0	-4	51[16.7 µM]	.	-7	3	5[16.7 µM]	7[16.7 µM]	12[16.7 µM]

51	Cc1cccc2c3nc4ccccc4nc3n(C)c12
52	O=C(C[C@H]1C[C@H]2c3cc(NC(=O)Nc4ccccc4F)ccc3O[C@H]2[C@@H](CO)O1)NCc1ccccn1
53	O=S(=O)(/N=C(/Nc1ccccc1)c1ccccc1)c1cccs1
54	Cc1cc(NC(=O)C(C)C)ncc1NC(=O)Cc1ccccc1
55	O=C(NCc1cccc(C(F)(F)F)c1)C1C(=O)Nc2ccccc2C(=O)N1C1CCCC1 (configuration not stated)
56	CC(C)(C)OC(=O)N1CCN(c2ccc(CNC(=O)c3ccc(Cl)cc3)cc2)CC1
57	COc1ccccc1S(=O)(=O)N(C)C[C@@H]1Oc2cc(C#CCC3CCCC3)ccc2S(=O)(=O)N([C@@H](C)CO)C[C@H]1C
58	Cc1noc(C)c1NC(=O)Nc1ccc2c(c1)C(=O)N([C@@H](C)CO)C[C@@H](C)[C@H](CN(C)CC1CC1)OCCCC[C@@H](C)O2
59	Cc1ccc(C)c(Nc2nn3c(=O)c4ccc(C(=O)NCc5cccnc5)cc4nc3s2)c1
60	COc1cccc(CNS(=O)(=O)c2ccc(S(=O)(=O)NC3CC3)cc2)c1
Screen / compound no.	51	52	53	54	55	56	57	58	59	60
EWS-Fli block	-77	2	-15	.	-8	.	-3	.	4	5
FN deposit inh	4	-3	-1	6	.	1	6	.	8	-3
PAX8 inh HTS	-23	3	-34	-21	11	3	73*	-21	3	0
GSIS activator	15	-1	18	.	-28	.	1	8	-4	9
DENV2 CPE	3	1	8	.	-6	.	0	4	-7	18
CFTR F508del cor	0.3	-0.9	0.2	.	0.0	.	4.1	-2.2	-0.1	-3.1
miR-122 sensor	4	-4[16.7 µM]	.	-1	.	-25	-4[16.7 µM]	2[16.7 µM]	2	2
